Screening results from PubChem.
PHOSPHO1 block: blocks human PHOSPHO1 phosphatase activity. 290,000 tested, 1.1% active. recombinant PHOSPHO1, absorbance phosphatase assay. inhibition, % at 13.3 µM; in the data active = inhibition above about 60%
VIM-2 inh: inhibitors of Pseudomonas aeruginosa VIM-2 metallo-beta-lactamase; purified VIM-2, nitrocefin hydrolysis, epi-absorbance fluorescence; inhibition, % at 5.6 µM; 290,000 tested, 0.89% active;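 active = inhibition above the mean of all tested compounds plus 3 SD, cutoff set per screening run, cut at about 7.5% in these data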;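 also: red hydrolysis product quenches plate fluorescence so inhibitors raise well fluorescence; 0% = enzyme with DMSO and 100% = DMSO without enzyme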
IDE cell inh: inhibitors of human insulin-degrading enzyme in cells; P14735; HEK cells, FAbetaB cleavage, fluorescence polarization; inhibition, % at 5.59 µM; 320,000 tested, 0.41% active;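 active = percent inhibition above the average of all tested compounds plus 3 SD, set per screening campaign, cut at about 16% in these data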;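 also: IDE supplied by intact live HEK cells; FP after avidin binding of uncleaved biotin substrate so inhibition keeps polarization high; 0% = DMSO wells and 100% = 60 µM reference IDE inhibitor Ii1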
GPR7 antag: blocks human GPR7 receptor signaling; P48145; GPR7-expressing cells, fluorescence antagonist assay; inhibition, % at 4.4 µM; 290,000 tested, 1.1% active; AID 1861; in the data active = inhibition above about 16%, passing the limit was not always enough;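 also: cells stimulated with the agonist NPW; 0% = agonist with vehicle and 100% = vehicle without agonist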
M18AAP inhibitor: PfM18AAP enzyme inhibition; recombinant PfM18AAP, H-Glu-NHMec fluorogenic cleavage; 290,000 tested, 1.2% active; AID 1822; inhibition, % at 7.35 µM;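 active = inhibition above the campaign mean inhibition over all tested compounds plus 3 SD, cut at about 28% in these data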;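 also: 0% = plate median of test compound wells and 100% = 2 mM ZnCl2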
IDE act: IDE (human) activation, cell-based | P14735 | HEK cells, FAbeta-B cleavage, fluorescence polarization; 0% vehicle, 100% cell-free pure enzyme wells | activation, % at 5.96 µM | 340,000 tested, 0.073% active;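 active = activation above the mean of all tested compounds plus 3 SD, set per screening campaign, cut at about 17% in these data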
NALP1 inh: blocks the NALP1 inflammasome reconstituted in yeast | S. cerevisiae NALP1/ASC/caspase-1 growth, X-gal OD620, 72 h | 280,000 tested, 0.61% active | AID 2071 | inhibition, % at 10 µM; in the data active = inhibition mostly above about 24%, no sharp cut-off; inactive = mostly below about 32%; also: some compounds called inactive have numbers as strong as hits
IMP-1 inh: inhibitors of Pseudomonas aeruginosa IMP-1 metallo-beta-lactamase. 290,000 tested, 0.45% active. inhibition, % at 5.6 µM. purified IMP-1, nitrocefin hydrolysis, epi-absorbance fluorescence;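 active = inhibition above the mean plus 3 SD of all compounds in the same screening run, cut at about 4.5% in these data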;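 also: 0% = IMP-1 with DMSO and 100% = DMSO wells lacking enzyme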
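System: Purified IMP-1 | Read-out basis: Percent enzyme inhibition | Controls: IMP-1 with DMSO as 0%, enzyme-free DMSO as 100% | Replicates: One well per compound | Doses: 5.6 µM nominal single concentration | Detection: Epi-absorbance fluorescence, 480 nm excitation, 530 nm emission | Incubation: 25 °C, 15 min preincubation, 25 min reaction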
pCIP destab: lowers stability of the mouse p/CIP coactivator protein; Q05BA5; F442A p/CIP-EGFP cells, EGFP fluorescence, 16 h; decrease of EGFP signal, % at 10 µM; 290,000 tested, 0.01% active; AID 1984;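 active = EGFP signal decrease of at least 30% at 10 µM or well 3 SD below plate mean, unless failing retest; inactive = the rest, including hits failing retest or dose response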; also: some compounds called inactive have numbers as strong as hits; many of its hits are not listed in these tables
Target sequence (Q05BA5 1-1403): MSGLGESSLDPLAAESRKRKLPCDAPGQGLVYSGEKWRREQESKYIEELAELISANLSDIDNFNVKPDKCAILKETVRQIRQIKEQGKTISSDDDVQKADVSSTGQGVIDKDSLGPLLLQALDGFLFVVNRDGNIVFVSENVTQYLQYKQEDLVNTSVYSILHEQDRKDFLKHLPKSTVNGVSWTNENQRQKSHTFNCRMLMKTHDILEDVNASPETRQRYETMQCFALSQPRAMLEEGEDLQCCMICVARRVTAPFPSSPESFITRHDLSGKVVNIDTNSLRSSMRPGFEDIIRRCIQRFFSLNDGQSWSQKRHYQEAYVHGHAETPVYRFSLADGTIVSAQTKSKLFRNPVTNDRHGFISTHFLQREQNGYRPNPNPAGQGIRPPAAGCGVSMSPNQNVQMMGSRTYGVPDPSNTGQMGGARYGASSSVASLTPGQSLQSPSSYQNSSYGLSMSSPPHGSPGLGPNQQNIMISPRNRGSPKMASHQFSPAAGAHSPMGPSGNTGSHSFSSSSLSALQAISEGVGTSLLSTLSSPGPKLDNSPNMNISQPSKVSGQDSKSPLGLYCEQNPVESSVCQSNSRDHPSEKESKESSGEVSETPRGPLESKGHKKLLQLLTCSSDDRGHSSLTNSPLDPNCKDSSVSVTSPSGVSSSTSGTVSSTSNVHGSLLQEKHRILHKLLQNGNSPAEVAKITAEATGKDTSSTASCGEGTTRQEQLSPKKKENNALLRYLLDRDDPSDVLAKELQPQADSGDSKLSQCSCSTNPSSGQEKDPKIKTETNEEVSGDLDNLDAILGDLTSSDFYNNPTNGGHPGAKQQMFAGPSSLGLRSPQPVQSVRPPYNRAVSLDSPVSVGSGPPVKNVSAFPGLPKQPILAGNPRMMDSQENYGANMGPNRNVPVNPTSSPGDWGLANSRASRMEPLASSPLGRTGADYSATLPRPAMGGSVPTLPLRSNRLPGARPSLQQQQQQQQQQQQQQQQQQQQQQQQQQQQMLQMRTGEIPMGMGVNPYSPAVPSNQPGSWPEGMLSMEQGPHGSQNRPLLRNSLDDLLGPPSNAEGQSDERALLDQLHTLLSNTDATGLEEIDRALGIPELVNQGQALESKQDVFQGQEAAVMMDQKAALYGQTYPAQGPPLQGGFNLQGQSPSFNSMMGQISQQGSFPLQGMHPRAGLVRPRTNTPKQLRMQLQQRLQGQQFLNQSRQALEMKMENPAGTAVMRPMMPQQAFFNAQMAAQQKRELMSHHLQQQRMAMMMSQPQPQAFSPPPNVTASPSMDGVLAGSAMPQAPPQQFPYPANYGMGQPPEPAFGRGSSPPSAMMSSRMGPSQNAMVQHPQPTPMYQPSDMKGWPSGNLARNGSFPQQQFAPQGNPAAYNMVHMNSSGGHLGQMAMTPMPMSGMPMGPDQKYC
Numbers without * were called inactive; / = not tested or not shown.

item	Compound	PHOSPHO1 block	VIM-2 inh	IDE cell inh	GPR7 antag	M18AAP inhibitor	IDE act	NALP1 inh	IMP-1 inh	pCIP destab
1	Cc1cc(C)nc(Sc2c(C)nn(-c3ccccc3)c2C)n1	-33	4.4	5	1	-2	1	1	-1.6	-2
2	Cc1ccc(C(=O)c2oc3nc(C)cc(C)c3c2N)cc1	34	3.8	-3	-1	4	1	1	-1.5	-1
3	Cc1ccnc(NC(=O)c2cccs2)c1	27	-2.5	9	0	-4	-2	-4	-3.8	0
4	COc1ccc(NC(=O)C2COc3ccccc3O2)cc1 (stereo unspecified)	45	-0.9	1	12	-7	3	20	0.1	-4
5	Cc1ccc(CNC(=O)c2ccc(NS(=O)(=O)c3c(C)noc3C)cc2)cc1	16	0.1	0	-7	1	3	12	-3.6	-9
6	Cn1c(SCC(=O)NC2(C#N)CCCCC2)nnc1-c1cccnc1	41	-1.6	2	-8	-1	-1	15	-2.2	-10
7	CCCCC1CCC(c2ccc(C(N)=O)cc2)CC1 (stereo unspecified)	-5	-1.0	1	-8	-7	6	10	-4.4	3
8	CS(=O)(=O)N(CC(=O)NCCSC1CCCCC1)c1ccccc1	4	-6.1	1	-1	0	0	9	-5.7	-3
9	CC(=O)C1C(=O)c2c(cccc2[N+](=O)[O-])C1=Nc1ccccc1C (stereo unspecified)	19	-0.3	2	-6	-9	/	5	-2.2	3
10	CCN1CCN(CCNC(=O)c2cn(C(C)c3ccccc3F)nn2)CC1 (stereo unspecified)	28	-1.0	-4	-1	-4	1	12	-2.8	12
11	COc1ccccc1CNC(=S)Nc1ccc(F)cc1	29	-0.2	3	2	8	7	-4	-4.9	-1
12	O=C(NCc1ccc2[nH]c3c(c2c1)CCCC3)c1ccc(S(=O)(=O)N2CCOCC2)cc1	-14	14*	-4	-9	4	6	38	1.8	0
13	c1ccc(Sc2ncnc3c2oc2ccccc23)cc1	48	-2.4	2	8	5	-2	6	-2.7	-15
14	CC(C)(C)OC(=O)N1CCC(c2c(C(=O)O)cnn2-c2ccccc2)CC1	0	1.4	5	-14	1	7	35	-1.9	3
15	COc1ccc(CCNC(=O)c2cccc(NC(=O)CC3SC(N4CCCCC4)=NC3=O)c2)cc1OC (stereo unspecified)	29	0.1	-1	-4	-7	5	14	-0.7	-3
16	COc1ccccc1-n1c(CNC(=O)c2ccc(S(=O)(=O)N3CCCCC3)cc2)n[nH]c1=S	12	-4.3	-4	-19	7	5	14	-1.8	-5
17	COc1ccc(OCCN2CCOCC2)cc1	/	-1.6	2	-13	0	3	/	-1.4	-2
18	Cc1cc([N+](=O)[O-])cc([N+](=O)[O-])c1NCC(C)C	35	-2.6	-2	-10	0	/	5	-2.4	-8
19	C/C(CCC(C)C)=N\NC(=S)NCc1ccccc1	-103	-3.1	-2	-4	9	2	1	-1.1	3
20	Cc1nnc(C)n1N1C(=O)c2cccc3cccc(c23)C1=O	-7	-0.3	-2	0	-4	-2	-1	-1.2	-13
21	Cc1ccc(S(=O)(=O)Nc2cc3c(cc2C#N)OCO3)cc1C(N)=O	2	-0.1	2	-4	0	-2	-15	0.1	9
22	O=C1Nc2c(c(=O)[nH]c(=O)n2-c2ccc(F)cc2)C1(NS(=O)(=O)c1ccccc1)C(F)(F)F (stereo unspecified)	18	1.3	-3	8	-2	6	/	-0.6	-11
23	Cn1ncc(C(=O)N=S(C)(=O)c2ccccc2)c1[N+](=O)[O-] (stereo unspecified)	19	-3.5	-6	-5	0	-1	-2	-1.8	-10
24	O=C(NCCCN1CCOCC1)c1ccc(CNS(=O)(=O)c2ccc(F)cc2)cc1	18	-1.4	-1	0	3	3	-14	1.2	-4
25	O=C(c1ccco1)N1CCCC(c2ccccc2)C1 (stereo unspecified)	-14	-0.9	9	0	5	1	18	-2.2	-1
26	COc1ccccc1CNC(=O)C1CC(=O)N(c2ccc(C)c(C)c2)C1 (stereo unspecified)	-3	-0.4	9	7	-13	-7	12	-1.1	-16
27	CC(C)(C)NC(=O)COC(=O)c1ccccc1Nc1ccc(SC(F)F)cc1	-8	-2.1	3	6	0	-6	32	2.4	-1
28	C/C(=N\NC(=S)NCC(C)(C)C)c1cc(F)cc(F)c1O	42	-5.6	-4	-18	5	7	4	-3.1	-2
29	COc1cc(/C=C2\SC(=O)N(CC(=O)Nc3ccccc3F)C2=O)cc(Cl)c1O	20	-3.7	48*	12	16	-138	12	-1.9	-319
30	O=C(/C=C/c1ccccc1)NC(=S)Nc1ccccc1C(=O)NC1CCCCC1	32	-4.8	-2	7	1	3	5	-0.1	-2
31	Cc1ccc(CSc2nnc(-c3ccco3)n2N)cc1	1	-0.6	4	-5	7	-5	20	-2.1	-6
32	CNC(=O)c1c(NC(=O)c2cccc(N3C(=O)CCC3=O)c2)sc2c1CCC2	-35	3.6	-5	-3	4	1	/	1.1	6
33	CC(C)(C)n1nc2c(c1NC(=O)c1ccc(F)c(F)c1)CS(=O)(=O)C2	37	-0.7	-4	-16	-10	4	13	-1.7	-7
34	CC1=C(C(=O)OC(C)C)C(c2ccc(Br)s2)NC(=O)N1C (stereo unspecified)	-3	0.6	3	4	0	5	3	-0.5	-6
35	CCN(CC(=O)Nc1ccccc1C(F)(F)F)C(=O)Cc1ccccc1	8	-2.1	8	-4	-5	3	-1	-4.8	1
36	COC(=O)c1ccc(OC)c(CSc2nnc(-c3ccc(C(C)(C)C)cc3)o2)c1	-16	-1.1	-3	9	2	/	6	-4.1	2
37	C=C(C)COc1ccc(-c2[nH]ncc2Oc2cccc(OC)c2)c(O)c1	43	-2.9	-4	-18	3	11	15	-3.7	5
38	N#Cc1ccc(COC(=O)CC(NC(N)=O)c2ccc(Cl)cc2)cc1 (stereo unspecified)	23	-1.9	0	-3	-2	2	-4	-2.4	-3
39	COCCNC(=O)/C(C#N)=C/c1c(N2CCN(C)CC2)nc2c(C)cccn2c1=O	16	0.6	1	-16	8	-1	-2	-2.6	-9
40	O=S(=O)(/N=C(/Nc1cccc2ccccc12)c1ccc(F)cc1)c1ccccc1	7	2.0	2	3	2	6	-4	-3.3	8
41	CN1CCc2c(sc(NC(=O)c3ccc4ccccc4c3)c2C(N)=O)C1	38	1.3	5	20	6	-7	15	2.4	-50
42	CN(Cc1ccccc1)C(=O)COc1ccc(N(C)S(=O)(=O)c2ccc(F)cc2)cc1	24	-0.3	2	16	-4	10	11	-1.3	-1
43	CCCc1cc(=O)oc2cc(C)cc(OCC(=O)Nc3cccnc3)c12	62*	12*	8	-4	2	-4	2	-5.4	4
44	CCOC(=O)/C=C/COc1ccccc1[N+](=O)[O-]	7	-1.3	0	-1	3	4	-5	-2.1	-5
45	O=C(NCC1CCCO1)c1onc(CSc2ccc(F)c(F)c2)c1C(=O)O (stereo unspecified)	33	-0.8	2	-5	-7	3	-13	-0.6	-1
46	Cc1cc2ncn(-c3ncnc4sc(C)c(C)c34)c2cc1C	-10	-2.4	-3	-10	-6	0	3	-0.7	-5
47	O=C(Nc1ccc(NC(=O)C2CC2)nc1)c1cnccn1	1	-3.4	-2	-10	-13	-1	12	-0.7	-7
48	Cc1cccc(OCC(O)CN2CCOCC2)c1 (stereo unspecified)	51	-2.2	/	17	-4	4	16	-2.8	2
49	O=C(C1CC1)N1CCc2cc(S(=O)(=O)N3CCOCC3)ccc21	22	-1.1	4	-12	-5	4	-10	-3.8	-13
50	Cc1ccsc1C(=O)NCc1ccc(F)cc1	32	-2.6	-1	-26	3	0	4	-1.4	-23

The listing continues:
item	Compound	PHOSPHO1 block	VIM-2 inh	IDE cell inh	GPR7 antag	M18AAP inhibitor	IDE act	NALP1 inh	IMP-1 inh	pCIP destab
51	COc1ccc(OC)c(S(=O)(=O)N2CCC(C(=O)Nc3cc(C)ccc3C)CC2)c1	13	-2.0	1	-1	2	1	38	-5.9	-7
52	COc1ccc(N2C(=O)/C(=C/c3ccc([N+](=O)[O-])cc3)N=C2C)c(OC)c1	15	-1.9	4	-14	-12	-1	2	-1.9	9
53	C(=N\n1cnc2ccccc21)/c1cccnc1	9	-2.1	-1	-6	0	0	14	-2.1	-5
54	O=[N+]([O-])c1ccc(Cl)c(S(=O)(=O)N2CCCCCC2)c1	9	-2.5	6	-8	2	3	28	-3.3	5
55	CC(=O)Nc1sc2c(c1C(c1ccc(F)cc1)N1CCOCC1)CCCC2 (stereo unspecified)	5	-2.6	5	-2	3	-1	-5	-1.0	-5
56	Cc1ccc2c(c1)nnn2C1CCN(S(=O)(=O)c2ccc(C(=O)N3C(C)CCCC3C)cc2)CC1 (stereo unspecified)	38	2.9	5	6	2	2	7	-0.3	-11
57	Cc1nc2sccn2c1P(c1c(C)nc2sccn12)c1c(C)nc2sccn12	17	0.2	2	5	-2	1	-2	-1.1	-7
58	COc1ccc(OCCNC(=O)CCCO)cc1	20	-2.6	-8	-4	-2	5	6	-2.6	6
59	COc1ccc(S(=O)(=O)N2CCN(CC(=O)Nc3ccc(C)c(F)c3)CC2)cc1	-14	-0.4	/	4	2	-2	37	-2.4	7
60	O=C(COC(=O)c1ccc(S(=O)(=O)N2CCOCC2)cc1)NC1CCCCCCC1	-20	-0.8	0	4	3	6	-1	-1.9	14

Filtered by structure, the entries above containing a CF3 group
item	Compound	PHOSPHO1 block	VIM-2 inh	IDE cell inh	GPR7 antag	M18AAP inhibitor	IDE act	NALP1 inh	IMP-1 inh	pCIP destab
22	O=C1Nc2c(c(=O)[nH]c(=O)n2-c2ccc(F)cc2)C1(NS(=O)(=O)c1ccccc1)C(F)(F)F (stereo unspecified)	18	1.3	-3	8	-2	6	/	-0.6	-11
35	CCN(CC(=O)Nc1ccccc1C(F)(F)F)C(=O)Cc1ccccc1	8	-2.1	8	-4	-5	3	-1	-4.8	1
